# RmlCD inh 1536 – inhibitors of Mycobacterium tuberculosis RmlC and RmlD coupled enzymes; P9WH09+P9WH11; RmlC+RmlD coupled enzyme assay, percent inhibition; primary screen in compound mixtures; inhibition, % at 3.6 µM; 0.03% of 160,000 active; in the data active = inhibition mostly above about 34%, no sharp cut-off; note: some results filed as inactive read as strong as hits
# Target sequence (P9WH09 whole entry, looked up): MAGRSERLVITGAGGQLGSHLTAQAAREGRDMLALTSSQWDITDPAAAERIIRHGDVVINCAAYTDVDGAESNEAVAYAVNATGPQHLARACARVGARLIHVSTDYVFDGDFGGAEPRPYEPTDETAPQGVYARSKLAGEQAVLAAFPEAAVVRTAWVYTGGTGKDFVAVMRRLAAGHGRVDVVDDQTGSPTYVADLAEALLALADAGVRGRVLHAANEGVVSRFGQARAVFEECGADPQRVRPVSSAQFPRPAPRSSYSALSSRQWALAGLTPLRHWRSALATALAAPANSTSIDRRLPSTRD
# Target sequence (P9WH11 whole entry, looked up): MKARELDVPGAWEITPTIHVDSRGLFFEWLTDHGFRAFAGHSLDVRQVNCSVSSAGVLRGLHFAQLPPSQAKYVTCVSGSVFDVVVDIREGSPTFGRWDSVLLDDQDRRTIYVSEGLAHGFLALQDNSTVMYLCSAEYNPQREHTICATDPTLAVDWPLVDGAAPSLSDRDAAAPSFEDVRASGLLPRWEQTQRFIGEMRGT
# GlmU inhibition – inhibition of mycobacterial GlmU enzyme – biochemical, glucosamine-1-phosphate acetyltransferase (AID 1376); M. tuberculosis GlmU acetyltransferase enzyme assay; higher % means a stronger effect; inhibition, %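 (tested at 30 µM in the primary screen)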; hits with a dose series show IC50 in µM; 0.25% of 220,000 active; in the data active = inhibition above about 13%;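 note: 0% = complete reaction with vehicle and 100% = reaction without substrate; strong numbers were not always called active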
# * hit, by the source's call; . = no result given; & = joins results of further samples. This is a subset. The share of hits here may be higher or lower than overall.
Compound | RmlCD inh 1536 | GlmU inhibition
Cc1ccc(-c2nnn(CC(=O)N(Cc3ccco3)C(C(=O)NC(C)(C)C)c3ccc(C)o3)n2)o1 (centres undefined) | . | 13.0%*
CC(=O)c1ccc2c(c1)CC(C)C(=O)N2C (centres undefined) | -8.9 | 10.3%
CC(NC(=O)C1CCC(CNS(=O)(=O)c2ccccc2)CC1)c1ccc2c(c1)OCCO2 (centres undefined) | -30.2 | 1.8%
CSc1nncc(-c2ccc(F)c(F)c2)n1 | . | -0.2%
O=C(Cc1cccs1)NCc1ccccc1F | -3.9 | -5.5%
COc1ccc(OC)c2c(C)cc(N3CCN(C(=O)c4ccc(Cl)cc4)CC3)nc12 | . | 4.5%
COc1ccc(C(=O)NC(=S)N2CCNC(=O)C2)cc1Br | -1.3 | -2.6%
CCCNS(=O)(=O)c1ccc(OCC(=O)Nc2ccc3c(c2)OCO3)cc1 | 7.0 | 0.9%
CC(C)CNS(=O)(=O)c1ccc(CCC(=O)NCCC2=CCCCC2)cc1 | -2.3 | 5.0%
CC1(C(=O)NC(=S)NNC(=O)c2ccncc2)CCCCC1 | -24.9 | 3.7%
c1ccc(-c2nc(N3CCOCC3)cc(N3CCOCC3)n2)cc1 | 0.5 | 3.5%
Cc1cccc(CSc2nn3c(=O)c(C)nnc3s2)c1 | 9.7 | 1.4%
CCC(CC)C1C(C#N)=C(N)Oc2cc(C)oc(=O)c21 (centres undefined) | -5.4 | -4.9%
Cc1ccc(CNC(=O)Cc2cccs2)cc1 | . | -5.2%
Cc1ccc(-c2[nH]nc3c2C(c2ccoc2)C(C#N)=C(N)O3)cc1C (centres undefined) | 38.5 | 1.8%
CCn1nnc(NC(=O)C(c2ccccc2)c2ccccc2)n1 | -9.5 | 0.4%
O=C(Nc1cccc(Cl)c1)N1N=CCC1c1ccccc1 (centres undefined) | 7.2 | 8.1%
CCCCn1c(=O)[nH]c(=O)c2c1nc(-c1ccc3ccccc3c1)n2CC | -9.8 | -5.0%
COC(=O)c1c(NC(=O)C2Cc3ccccc3C(=O)O2)sc2c1CCCC2 (centres undefined) | 71.0 | -0.3%
CN(Cc1ccccc1)C(=O)CSc1nc2ccccc2c(=O)n1Cc1ccco1 | . | -0.7%
COc1ccccc1/C=C/CN1CCOCC1 | 8.0 | -3.6%
COc1ccc(S(=O)(=O)N2CCCC2C(=O)Nc2ccc(C)cc2)cc1 (centres undefined) | . | 7.1%
O=S1(=O)C[C@@H](O)[C@@H](Nc2ccc(Cl)cc2)C1 | -7.4 | -1.8%
CC(C)=NOC(=O)c1c(C)noc1-c1snnc1C | 5.7 | 3.0%
COc1ccc(C=O)cc1Cn1cnc2c(cnn2C)c1=O | -12.3 | 2.5%
CC(C)CC(=O)NC(Oc1ccc(Cl)cc1)C(Cl)(Cl)Cl (centres undefined) | -10.5 | 0.4%
Cc1ccc(S(=O)(=O)NC(CC(=O)n2nc(C)cc2C)c2ccccc2)cc1 (centres undefined) | 5.0 | 3.7%
CCCn1nnnc1-c1ccc(Cl)cc1 | -7.1 | -2.5%
Cc1ccc(CNC(=O)CC2Sc3ccccc3NC2=O)cc1 (centres undefined) | -10.5 | -5.0%
N#CCSCC(=O)Nc1ccc(Br)cc1 | . | -1.6%

# Carrying on.
Compound | RmlCD inh 1536 | GlmU inhibition
CC(=O)NNC(=S)NC(=O)c1cccc([N+](=O)[O-])c1 | -9.6 | 6.7%
CCNC(=O)C(=O)NCc1ccncc1 | -11.2 | -2.9%
CC(=O)/C(N=Nc1ccc(OC(F)(F)F)cc1)=C(\C)O | 8.8 | -6.7%
Cc1ccc(OCC(=O)Nc2ccc(O)c(C(=O)O)c2)cc1C | -2.0 | -0.5%
Cc1cccc(OCC(O)CN2CCN(C3CCCCC3)CC2)c1 (centres undefined) | . | -4.1%
CCOc1ccccc1NC(=O)C1CCN(C(=O)c2cccs2)CC1 | 7.8 | 1.0%
CC1(C)c2[nH]c3ccccc3c2C[C@@H]2C(=O)N(Cc3ccccc3)C(=O)N21 | . | -6.8%
COc1ccc(Cl)cc1NC(=O)CN(C)C(=O)CNC(=O)C12CC3CC(CC(C3)C1)C2 | . | 0.0%
O=S(=O)(O)c1nc2ccccc2n1Cc1ccc(Cl)cc1Cl | 3.4 | -2.2%
CCOC(=O)c1c(C)nc(-c2ccccc2)nc1NC(C)=O | . | -5.9%
Cc1cc(C)nc(Oc2ccc([N+](=O)[O-])cc2)n1 | -7.6 | -0.9%
COC(=O)c1cc(NC(=O)CC2C(=O)NCCN2C(=O)c2ccccc2)cc(C(=O)OC)c1 (centres undefined) | -12.5 | 5.5%
COC(=O)CCSCC(=O)Nc1cc(C)on1 | 9.9 | .
c1csc(-c2ccc3ccccc3n2)c1 | 0.2 | .
Cc1cccc(-n2nnnc2SCC(=O)c2cc(C)n(CC3CCCO3)c2C)c1 (centres undefined) | . | -2.4%
CC(=O)Nc1ccc(S(=O)(=O)NCc2cn3ccsc3n2)cc1 | . | -3.7%
O=C(COC(=O)CCc1c[nH]c2ccccc12)Nc1cc([N+](=O)[O-])ccc1Cl | 0.6 | -0.5%
Nc1[nH]ncc1C(=O)Nc1cccc(C(F)(F)F)c1 | . | -6.2%
Cc1ccc(NCN2C(=O)c3ccccc3C2=O)c(C)c1 | . | -0.1%
COC(=O)CCC(=O)Nc1ccccc1C(=O)Nc1ccccc1 | -12.7 | 2.3%
Cc1cc2nnc(SCC(=O)NCc3cccs3)n2c(N)n1 | -6.0 | -1.8%
CCOC(=O)c1c(NC(=O)COc2ncnc3sccc23)sc2c1CCC2 | 7.2 | -8.1%
Cc1noc(/C=C/c2ccco2)c1S(=O)(=O)N1CCC(C(=O)NC(C)c2ccccc2)CC1 (centres undefined) | -3.1 | -0.2%
CCc1cc2c(=O)n3c(nc2s1)-c1[nH]c2ccc(OC)cc2c1CC3 | . | -0.2%
Cc1ccc(OCC(=O)NNC(=O)C2CCN(c3ncccn3)CC2)cc1 | 23.0 | 2.4%
CC(Oc1cc(C(F)(F)F)cc(C(F)(F)F)c1)C(=O)NC(N)=O (centres undefined) | . | 5.2%
CCN(CC)CCN=C1CCCc2ccccc2N1 | . | 3.1%
CCC(C)(C)n1nnnc1CN(Cc1ccco1)Cc1cc2cc3c(cc2[nH]c1=O)OCO3 | -0.3 | -2.8%
CCOC(=O)CSc1ccc(S(=O)(=O)N2CCCCC2)cc1[N+](=O)[O-] | . | -0.2%
COC(=O)c1ccccc1NC(=O)c1cc(-c2ccc(O)cc2)on1 | -8.3 | -0.8%

# Other compounds
Compound | RmlCD inh 1536 | GlmU inhibition
O=C1c2ccccc2NC(c2ccco2)N1/N=C/c1ccco1 (centres undefined) | -9.1 | 1.6%
O=C1/C(=C/c2ccco2)CCc2ccccc21 | 27.6 | 1.0%
Cc1ccccc1NS(=O)(=O)c1cc(C(=O)NCCC2=CCCCC2)ccc1Cl | . | -3.7%
CC(C)(C)c1ccc(CCC2OCC(C[N+]3(C)CCOCC3)O2)cc1 (centres undefined) | . | -2.2%
C#CCNC(=O)C1=C[C@@H](c2ccc(Br)cc2)C[C@@H](OCCCCO)O1 | . | -3.0%
CC1CCN(CCOCCSc2ccc(Cl)cc2)CC1 | -5.4 | -1.1%
O=C(CNC(=O)c1ccccc1)N/N=C/c1cn[nH]c1-c1ccccc1 | -11.8 | 2.2%
Cn1c(=O)oc2cc(S(=O)(=O)N3CCCC(C(=O)N4CCc5ccccc5C4)C3)ccc21 (centres undefined) | -0.7 | -3.2%
CCOC(=O)c1cc2c(nc1NC(=S)Nc1ccccc1)CC(C)(CC)OC2 (centres undefined) | -0.7 | -3.6%
O=c1ccc2ccccc2o1 | . | -5.2%
COc1ccc2c(CCNC(=O)c3ccc([N+](=O)[O-])cc3)c[nH]c2c1 | 4.2 | 7.5%
CCC(=O)Nc1cc(C(=O)O)ccc1Sc1ccc(C)cc1 | -9.7 | 5.7%
O=S1(=O)NC(=NCCc2ccccn2)c2ccccc21 | 3.9 | 1.0%
O=C(CCn1ccc2ccccc21)NC1CCCc2ccccc21 (centres undefined) | . | -0.2%
COc1cc(C(=S)N2CCCC2)cc(Cl)c1O | -5.8 | 2.1%
COc1cccc(C2CC3(CC(C)(C)NC(=S)N3)Oc3cc(O)ccc32)c1 (centres undefined) | 0.7 | 2.0%
Cc1ccc(NCC(=O)N/N=C/c2ccc(C(=O)O)cc2)cc1 | 21.5 | -4.0%
Cc1nnc(OC(C)C)c2nn(-c3ccccc3F)c(C)c12 | . | -2.8%
COc1cccc(/C=C/C(=O)OCC(=O)N2c3ccccc3NC(=O)C2(C)C)c1 | 15.1 | 0.6%
Fc1ccccc1N=C1Nc2cccc3cccc1c23 | -15.5 | -8.1%
Brc1cc2c(cc1Br)OCCOCCOCCO2 | -8.3 | 1.9%
Cn1c(-c2sccc2OCc2cccc(C(F)(F)F)c2)n[nH]c1=S | 1.0 | 2.9%
Cc1c(NC(=O)c2ccc3c(c2)C(=O)N(Cc2ccco2)C3=O)cccc1C(=O)O | 17.4 | -0.7%
O=c1oc2ccccc2c(O)c1/C=N/c1ccccn1 | . | 1.7%
Cc1ccc(OCC(=O)N/N=C2/SCC(=O)N2Cc2ccccc2)cc1 | -0.3 | 3.4%
C=CCn1c(=NC(=O)CN2C(=O)CCC2=O)sc2cc(S(N)(=O)=O)ccc21 | -8.2 | 3.9%
Cc1cccc(OCCn2c(S(=O)(=O)O)nc3ccccc32)c1 | 5.4 | 2.6%
NNC(=O)c1ccc(Cl)cc1 | 0.1 | -2.6%
CC(C)(C)C1CCc2onc(C(=O)N3CCOCC3)c2C1 (centres undefined) | 10.7 | -1.6%
CCN(Cc1ccccc1)C(=O)c1cc(COc2c(F)cccc2F)on1 | . | 3.3%

# Next entries:
Compound | RmlCD inh 1536 | GlmU inhibition
CCn1c2ccccc2c2cc(NC(=O)c3cc(OC)c(OC)c(OC)c3)ccc21 | . | -6.1%
COc1ccccc1/C=C/C(=O)OCCN1CCOCC1 | . | -1.0%
COC(=O)c1cc(C(=O)OC)[nH]n1 | . | -3.5%
COc1ccc(/C=C(/NC(=O)c2ccccc2)c2nc3ccccc3[nH]2)cc1OC | -5.6 | 1.1%
CCNC(=O)CN(c1ccc(Br)c(C)c1)S(C)(=O)=O | . | -5.4%
CCOC(=O)CSc1nnc(CNC(=O)c2ccc(S(=O)(=O)N3CCOCC3)cc2)n1C | 1.0 | 1.0%
CC(c1ccccc1)N1CC(C(=O)N2CCN(c3ccc(F)cc3)CC2)CC1=O (centres undefined) | 8.0 | 1.9%
C/[N+]([O-])=C\c1coc2ccccc2c1=O | . | 8.0%
CC(O)CNCCOc1ccccc1OCc1ccccc1 (centres undefined) | 8.5 | -3.1%
CCOc1ccccc1C(=O)OCC(=O)Nc1ccc(N2CCCCC2)cc1 | . | -13.2%
COc1ccccc1NC(=O)CN(Cc1ccco1)C(=O)c1ccc(-n2nc(C)cc2C)cc1 | -5.7 | 0.1%&0.4%
CC/C(=N\NC(=O)c1cc(C)nc2ccccc12)c1ccc(C)s1 | 3.0 | -1.7%
Cc1ccc(CS(=O)(=O)c2nsc(C)c2C#N)cc1 | 4.3 | .
COc1ccc(Oc2c(C)nc(SCC(=O)c3ccc(Cl)cc3)[nH]c2=O)cc1 | 4.5 | -1.4%
Fc1ccc(C2c3cccn3CCN2C(=S)Nc2cccc(Br)c2)cc1 (centres undefined) | -8.2 | -0.4%
CC(C)(C)c1nc(CN2CCOCC2)cc(CN2CCOCC2)c1O | . | 3.6%
COc1ccc(C2=NN(C(=O)c3ccccc3)C(c3cccc([N+](=O)[O-])c3)C2)cc1 (centres undefined) | . | 1.8%
BrC(=C\c1ccccc1)/C=N/N1CCN(c2ccccc2)CC1 | -12.8 | -0.6%
Cc1ccc(-n2ccnc2SCC(=O)O)c(C)c1 | . | -3.6%
CCCCN(C)C(=O)c1cc2cc3ccc(OC)cc3nc2s1 | 50.7 | -4.3%
Cc1nnc(NC(=O)c2ccc(S(=O)(=O)N(C)Cc3ccccc3)cc2)o1 | 7.2 | -7.4%
CCCCN(CC)CCNC(=O)c1cc2c(=O)n(C)c3ccccc3c2n1C | 14.6 | 4.4%
CCCOc1c(Br)cc(C(=O)NCC)cc1OC | . | 1.6%
O=C(Nc1cccc(-c2csc(Nc3ccccc3)n2)c1)c1ccccc1 | . | -2.9%
Cc1ccccc1NC(=S)Nc1ccc2[nH]c(=O)[nH]c2c1 | 6.0 | 11.0%
O=[N+]([O-])c1ccc(N2CCN(CCO)CC2)cc1NCc1ccco1 | 9.6 | 2.1%
O=C(c1cccnc1)C1CCCN(Cc2nc(-c3cnccn3)no2)C1 (centres undefined) | 13.4 | -2.9%
O=C(O)CSc1nnc(C2CC2)n1-c1ccccc1 | -3.3 | 0.1%
c1ccc2c(c1)nc(N1CCOCC1)c1nnnn12 | 3.3 | -3.6%
CCCC1(CCC)NC(=O)N(CC(=O)Nc2ccccc2OC)C1=O | . | -0.7%
Nc1ccc2nc[nH]c2c1 | 12.3 | 3.4%
COC(=O)C1CCN(c2cc(=O)n(Cc3ccc(F)cc3)c(=O)[nH]2)CC1 | . | -3.6%
COCCN(C(=S)Nc1cc(C)cc(C)c1)C(C)c1ccco1 (centres undefined) | -8.6 | 5.9%

# Compound activity as filed in PubChem BioAssay.
